M1 agonist = M1 muscarinic receptor agonists, primary screen, CHO-M1 cells, Fluo-4 calcium, agonist mode; Muscarinic acetylcholine receptor M1; Fluo-4 calcium fluorescence; stronger effect = higher value; B-score at 10 µM; 64,000 compounds, 3% hits; AID 626, 2007;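 active = fluorescence rise, raw or as B-score row- and column-corrected plate score, outside the 99.7% band of its plate's samples, either direction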
HTR1E agonist = 5-HT1E receptor agonists, primary screen, cell-based, HTS; CHO 5-HT1E Ga15 NFAT-bla reporter, FRET; 0% DMSO wells, 100% control agonist wells; activation, % at 6 µM; 65,000 compounds, 0.69% hits;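 active = activation above a set limit, the screen-wide mean activation plus 3 SD, cut at about 8.5% in these data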;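 note: 100% = positive control agonist at 1 µM giving full maximal response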
Target sequence (P28566 whole entry, looked up): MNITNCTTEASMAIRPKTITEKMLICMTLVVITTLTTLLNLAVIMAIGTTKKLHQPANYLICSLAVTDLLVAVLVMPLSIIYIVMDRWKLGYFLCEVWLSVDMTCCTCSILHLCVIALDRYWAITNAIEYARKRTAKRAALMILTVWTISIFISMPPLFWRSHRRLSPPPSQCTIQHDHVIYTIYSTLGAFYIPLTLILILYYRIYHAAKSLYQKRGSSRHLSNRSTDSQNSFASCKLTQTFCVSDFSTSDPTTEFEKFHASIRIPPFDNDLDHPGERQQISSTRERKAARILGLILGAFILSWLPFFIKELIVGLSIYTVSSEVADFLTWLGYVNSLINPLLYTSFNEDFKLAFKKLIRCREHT
S1P3 ag = human S1P3 receptor agonists, primary screen, cell-based, primary and confirmation, NFAT-BLA reporter; Sphingosine 1-phosphate receptor 3 (Homo sapiens), Q99500; S1P3 NFAT-BLA reporter cells, agonism, FRET ratio; relative to 1 µM S1P, basal subtracted; activation, % at 4.5 µM; 60,000 compounds, 0.1% hits; AID 373, 2006;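 active = activation above the screen-wide mean plus 3 SD, cut at about 4.5% in these data, passing the limit was not always enough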; note: some compounds called inactive have numbers as strong as hits
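material = human S1P3 NFAT-BLA reporter CHO cells | schedule = 4 h compound at 37 °C, 2 h substrate at RT | measured by = fluorescent BLA substrate, ex 405 nm, em 460/535 nm ratio | controls = 1 µM S1P reference | replication = primary once, confirmation triplicate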
M1 antag = antagonists of rat M1 muscarinic receptor; Muscarinic acetylcholine receptor M1 (Rattus norvegicus), P08482; B-score at 10 µM; 64,000 compounds, 3.4% hits; AID 628, 2007; CHO-M1 cells, Fluo-4 calcium, ACh EC80 antagonist mode; stronger effect = lower value;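 active = calcium fluorescence response, raw or row-and-column corrected B-score, differing from the plate sample mean either way at a set confidence level, mostly lower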
HTR1A agonist = human 5-HT1a receptor agonists, primary screen, cell-based, CHO, Ga15 NFAT-bla reporter; 5-hydroxytryptamine receptor 1A (Homo sapiens), P08908; CHO 5-HT1a Ga15 NFAT-bla reporter, FRET ratio; 0% basal, 100% maximal reference agonist; activation, % at 10 µM; 65,000 compounds, 0.56% hits; AID 567, 2006;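 active = activation above the screen-wide mean activation plus 3 SD, cut at about 19% in these data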;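 note: 0% = DMSO wells and 100% = 5-CT at EC100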
Target sequence (P08908 whole entry, looked up): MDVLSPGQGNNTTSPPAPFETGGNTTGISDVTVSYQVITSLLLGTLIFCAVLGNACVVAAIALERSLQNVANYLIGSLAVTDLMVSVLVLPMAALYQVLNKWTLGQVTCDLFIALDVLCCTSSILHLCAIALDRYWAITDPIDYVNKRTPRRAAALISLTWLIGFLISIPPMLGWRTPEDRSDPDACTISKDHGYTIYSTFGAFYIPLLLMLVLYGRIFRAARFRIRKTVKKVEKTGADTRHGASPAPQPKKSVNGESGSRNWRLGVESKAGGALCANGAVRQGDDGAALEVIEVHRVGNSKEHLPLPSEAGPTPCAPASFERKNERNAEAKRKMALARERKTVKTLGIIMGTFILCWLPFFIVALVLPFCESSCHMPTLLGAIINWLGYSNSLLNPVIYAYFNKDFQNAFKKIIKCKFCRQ
HTR1E antagonist = 5-HT1E receptor antagonists, primary screen, cell-based, HTS; 5-hydroxytryptamine receptor 1E (Homo sapiens), P28566; CHO 5-HT1E Ga15 NFAT-bla reporter, FRET, antagonist; inhibition, % at 6 µM; 65,000 compounds, 0.99% hits; AID 571, 2007;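 active = inhibition above a set limit, the mean inhibition across every tested compound plus 3 SD, cut at about 29% in these data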;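 note: signal is the 460 over 535 nm emission ratio of beta-lactamase substrate; 0% = agonist plus DMSO wells and 100% = wells without agonist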
S1P1 ag-PAM = S1P1 agonists and agonism potentiators, primary screen, cell-based, primary and confirmation screens, CRE-bla reporter | S1P1 CRE-bla cells, forskolin, beta-lactamase FRET, potentiator mode; S1P1 agonist co-added at EC20, 2 nM; 100% = saturating reference agonist, 0% = basal | activation, % at 9.5 µM | 56,000 compounds, 0.57% hits;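 active = activation above a cutoff set at the mean activation of all tested compounds plus 3 SD, cut at about 54% in these data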;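 note: forskolin at 4 µM as EC80 and the EC20 agonist is SEW2871; 100% = SEW2871 at its EC100 plus forskolin at EC80; some compounds past the cut are filed as inactive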
5-HT1A blocker = human 5-HT1a receptor antagonists, primary screen, cell-based, CHO, Ga15 NFAT-bla reporter; 5-hydroxytryptamine receptor 1A (Homo sapiens), P08908; inhibition, % at 10 µM; AID 612, 2007; 62,000 compounds, 0.68% hits; CHO 5-HT1a Ga15 NFAT-bla reporter, antagonist mode;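 active = inhibition above the mean of all tested compounds plus 3 SD, cut at about 43% in these data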;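 note: receptor stimulated by 5-CT agonist at 100 nM near EC80; beta-lactamase reporter measured by ratiometric fluorescence of a cleavable substrate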
Jurkat viability = cytotoxicity toward Jurkat T cells, primary screen, cytotoxicity control, cell-based, Jurkat E6.1, 60K MLSMR library | Jurkat E6.1 viability, ATP luminescence, 48 h | inhibition, % at 4 µM | 56,000 compounds, 1.2% hits;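 active = inhibition above the mean inhibition of all tested compounds plus 3 SD, cut at about 28% in these data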
Active calls of the source: *; nt = no result given.

Values in the order – M1 agonist	HTR1E agonist	S1P3 ag	M1 antag	HTR1A agonist	HTR1E antagonist	S1P1 ag-PAM	5-HT1A blocker	Jurkat viability
COc1ccccc1-c1cc(C(=O)Nc2c(C)n(C)n(-c3ccccc3)c2=O)no1
    0.083	0.1	-0.9	-1.2	-0.5	0	3	-4	-7
Cc1c(NC(=O)OCc2ccccc2)c(=O)n(-c2ccccc2)n1C
    0.52	0.6	0.9	-0.12	0.5	-4	-2	-6	-6
O=C(COc1ccccc1)Nc1ccc(Cl)c(-c2nc3ncccc3o2)c1
    -0.71	-1.0	-1.0	-0.37	-1.5	-3	-18	5	-3
O=C(Cc1ccccc1)Nc1ccccc1N1CCN(c2ccccc2)CC1
    0.31	-0.3	-0.1	-0.15	1.6	1	-4	23	1
Cc1cc(-n2c(C)cc(C(=O)CSc3nnnn3-c3ccccc3)c2C)no1
    -0.46	-0.2	-1.1	-0.25	0.4	0	36	7	1
CCOc1ccc2nc(NS(=O)(=O)c3ccc4c(c3)n(C)c(=O)n4C)sc2c1
    0.36	-0.6	-0.8	-0.057	6.7	16	2	-4	1
CCOC(=O)Cc1csc(NC(=O)CN(C)S(=O)(=O)c2cccc3cccnc23)n1
    0.82	0.1	0.6	-0.055	-3.8	5	6	4	-10
NC(=O)C1CCN(c2nc(-c3ccccc3)nc3c2oc2ccccc23)CC1
    0.26	0.8	-0.5	-0.013	3.0	-2	-14	-7	-1
COc1cc2c3c(c1)/C(=C1/SC(NC(C)=O)=NC1=O)C(=O)N3C(C)(C)C=C2C
    -0.7	0.5	-0.5	1.1	-0.4	-8	-8	-8	-4
Cc1ccc2c(c1)c1cccc3c1n2CCN3CCC(N)=O
    0.41	1.6	0.2	-0.62	7.7	-7	nt	-6	4
CC1(C)C(=O)C2(CCCCC2)C(=O)OC1c1cccs1 (configuration not stated)
    0.8	0.8	-0.8	0.79	-3.7	-8	8	-3	0
CCc1nc(C)cn1S(=O)(=O)c1cc(OC)c(C)cc1C
    -0.82	-1.0	-1.7	-0.17	-0.8	6	-10	-2	0
CCC(=O)Nc1ccc(-c2nn3c(C)nnc3s2)cc1C
    -0.063	-1.0	-1.2	-0.25	0.3	3	8	8	1
COc1ccc(C2C(C(=O)O)c3ccccc3C(=O)N2C)cc1Br (configuration not stated)
    -0.037	-2.0	-1.0	-0.033	1.1	7	-15	9	5
Cc1cc(C)nc(N2CCCC(C(=O)Nc3nnc(C)s3)C2)n1 (configuration not stated)
    -1.2	0.0	-0.6	-0.69	-0.6	2	-10	2	5

Going on with the list.
Values in the order – M1 agonist	HTR1E agonist	S1P3 ag	M1 antag	HTR1A agonist	HTR1E antagonist	S1P1 ag-PAM	5-HT1A blocker	Jurkat viability
CCc1c(C)nc(N)n2c(SCC(=O)N3CCCC(C)C3)nnc12 (configuration not stated)
    0.28	-0.8	0.7	0.97	-1.7	1	-5	-18	-1
O=C1CC(c2nc3ccccc3[nH]2)CN1c1ccccc1F (configuration not stated)
    -2	0.3	-1.3	-0.097	-2.5	6	0	-5	-1
Cc1cc(C)n(Cc2cccc(F)c2)c(=O)c1C#N
    -0.12	0.3	nt	-1.1	-0.9	-2	nt	-11	nt
CN1CCN(CCCNC(=O)c2cn(C)c3ccc(S(=O)(=O)N(C)C)cc3c2=O)CC1
    0.022	0.7	-0.9	-0.69	-1.2	13	-14	0	0
O=C(CCCn1c(=S)[nH]c2ccccc2c1=O)N1CCOCC1
    -0.9	0.8	-0.6	0.17	1.0	24	17	2	-1
COC(=O)c1ccc(N2C(=O)CC(SCCN)C2=O)cc1 (configuration not stated)
    -0.42	0.5	-0.8	1.2	0.4	2	-9	9	0
COCC(C)n1c(C)cc(C(=O)COC(=O)c2c(NC(C)=O)sc(C)c2C)c1C (configuration not stated)
    -0.61	-0.3	-1.0	-0.38	-1.9	2	-13	6	4
O=C(CCN1C(=O)C2C3C=CC(C3)C2C1=O)Nc1ccc2c(c1)OCO2 (configuration not stated)
    0.31	0.2	-0.8	-2.6*	-4.6	-5	-17	-1	-1
CC(c1ccccc1)C1CC(=O)N(Cc2ccco2)C1=O (configuration not stated)
    -2.2	-0.4	-0.3	-1.1	2.0	6	11	10	3
Cc1cc(C)nc(-n2nc(C)cc2NC(=O)c2ccc3c(c2)OCO3)n1
    -2.2	0.2	-0.6	0.098	-1.2	-2	-18	-9	-5
O=c1oc2ccccc2n1CSc1nc2ccccc2s1
    0.11	0.7	0.4	-0.11	-3.2	5	8	8	-1
CCOC(=O)Nc1ccc2c(c1)N(C(=O)OC)c1ccccc1CC2
    -1	1.7	0.8	0.12	-0.3	9	-5	20	66*
COCCn1c(SCC(=O)N2CCCCC2)nc2ccccc2c1=O
    -0.0023	-0.6	4.2	0.63	-1.9	9	-3	-17	1
COc1ccc(NC(=O)CSc2nc3c(c(=O)n2-c2ccc(F)cc2)SCC3)cc1
    2.2	0.9	-0.6	1.2	-0.6	-1	4	-5	-8
c1ccc(SCc2nc(-c3ccncc3)no2)cc1
    -0.023	-0.1	-1.1	0.8	-1.6	3	nt	-6	2

Remaining list, next part
Values in the order – M1 agonist	HTR1E agonist	S1P3 ag	M1 antag	HTR1A agonist	HTR1E antagonist	S1P1 ag-PAM	5-HT1A blocker	Jurkat viability
COc1ccc(C(C)NC(=O)C2C(=O)NC3(C)CC2c2ccccc2O3)cc1 (configuration not stated)
    -0.12	0.0	-1.0	0.22	-2.4	-13	-13	-5	-5
Cc1nn(-c2ccccc2)c2[nH]c(C(F)(F)F)cc(=O)c12
    -0.15	-0.8	-0.8	-0.85	-1.5	-10	-13	-6	3
COc1cccc(C2NC(=O)NC(C)=C2C(=O)Nc2ccccc2C)c1 (configuration not stated)
    -0.22	0.7	-1.7	0.081	-1.5	-13	-27	-10	-6
CC(C)c1nnc(NC(=O)c2cccs2)s1
    0.75	0.2	0.8	-0.081	-0.8	-7	-8	-10	-12
O=C(c1ccc(NS(=O)(=O)c2ccccc2)cc1)N1CCN(Cc2ccc3c(c2)OCO3)CC1
    -1.1	0.9	-0.8	-0.94	1.6	-7	11	-10	6
O=C1SC(c2ccccc2)=N/C1=C/c1ccco1
    0.036	0.6	0.6	0.65	-2.3	3	2	17	2
CCOC(=O)C(C(C)=O)c1c(Br)c(O)c(O)c2c(C(=O)c3ccc(C)cc3)coc12 (configuration not stated)
    -0.22	0.0	-1.4	0.22	-2.0	17	48	45*	61*
CN1CCN(c2nc3c(c(=O)[nH]c(=O)n3C)n2Cc2cccc3ccccc23)CC1
    1.9	0.8	-0.1	-0.02	0.5	2	4	-7	-3
COc1cc(/C=N/n2cnnc2)ccc1OCCOc1ccccc1
    1.2	-0.4	-0.4	0.69	1.8	9	nt	-2	0
CCN(CC)c1ccc(C2NC(=O)NC(C)=C2C(=O)Nc2ccccc2)cc1 (configuration not stated)
    0.053	-1.1	-1.0	-2.6	-0.6	2	0	1	4
CCOc1ccc(Cn2nnc(C(=O)Nc3cc(OC)cc(OC)c3)c2N)cc1
    0.36	1.0	0.4	-0.2	0.8	-2	19	-1	1
CC(=O)c1cccc(-n2c(CCC(=O)O)ccc2-c2cccs2)c1
    -0.59	0.2	0.0	0	1.7	1	-7	7	-3
O=C(CN1C(=O)COc2ccc(Cl)cc21)N1CCc2ccccc21
    -0.2	0.3	4.5	-0.41	-5.6	2	-19	13	-4
CCOC(=O)Nc1ccc(S(=O)(=O)Nc2cc(C)on2)cc1
    0.034	-0.1	-0.3	0.57	-2.5	3	-4	-14	0
CCOC(=O)C1CCCN(c2nc(C)nc3c2oc2ccccc23)C1 (configuration not stated)
    1.8*	1.3	nt	0.57	1.4	16	nt	18	nt

Other compounds follow.
Values in the order – M1 agonist	HTR1E agonist	S1P3 ag	M1 antag	HTR1A agonist	HTR1E antagonist	S1P1 ag-PAM	5-HT1A blocker	Jurkat viability
O=S1(=O)CC(NCc2ccccc2)C(Nc2ccc(Cl)cc2)C1 (configuration not stated)
    -0.059	-0.3	-0.7	-0.75	1.4	8	-6	2	-3
CCN(CC)S(=O)(=O)c1ccc(NC2c3ncccc3C(=O)N2Cc2ccccc2)cc1 (configuration not stated)
    0.28	-0.5	-0.4	-0.07	-0.9	5	11	-6	18
CC(=O)OCc1cc2cccc(C)c2[nH]c1=O
    -0.79	0.2	0.1	0.42	2.0	0	8	-9	-5
CCOC(=O)c1ccc(NC(=O)CSc2nnc(CNC(=O)c3ccccc3F)o2)cc1
    -1.3	-2.0	nt	-0.0097	-2.6	13	nt	8	nt
O=C(CSc1nccn1-c1ccc(F)cc1)Nc1ccc2c(c1)OCO2
    -0.32	14*	-0.9	0.31	-0.7	1	9	12	10
CCOC(=O)c1c(-c2ccc(C)o2)csc1NC(=O)CN1CCN(CC)CC1
    -0.11	0.8	-0.3	-1.7	1.2	-13	-9	-7	-7
CCCSc1nnc2[nH]c(=O)cc(N)n12
    0.00015	-0.3	-0.7	0.2	-2.4	1	5	-8	-2
Cc1ccc(NC2=CC(=O)CCC2)cc1C
    0.39	0.5	-0.5	1	0.9	-5	nt	4	-5
CN1CCN(c2ccc(C(=O)c3ccc(F)cc3)cc2)CC1
    0.017	0.7	-0.9	-1.1	0.4	-3	-3	16	1
CC(=O)c1cc2c(cc1NC(=O)c1ccc(-n3nc(C)cc3C)cc1)OCO2
    -0.4	2.5	0.1	-0.9	3.2	22	32	9	2
COc1ccc(-c2nc3oc4cc(OC)ccc4c(=O)c3c(=O)n2Cc2ccco2)cc1
    0.13	0.4	-0.8	-0.076	-0.3	-5	-32	7	0
CCOc1cc(C(=S)N2CCN(C)CC2)ccc1OCC(=O)N1CCOCC1
    0.34	0.8	-0.4	0.12	1.6	1	-1	-1	2
O=C(NC(Cc1ccccc1)C(=O)N1CCCC1C(=O)O)c1ccccc1 (configuration not stated)
    -0.0067	-0.4	-1.2	0.12	-0.3	-2	-26	-4	-1
CC1Cc2ccccc2N1C(=O)Cn1nc(C(=O)O)c2ccccc2c1=O (configuration not stated)
    -0.16	1.0	0.2	0.086	-0.5	-3	17	2	-4
Cc1ccc2[nH]cc(C(=O)CN3CCN(c4ccccn4)CC3)c2c1
    0.31	0.1	-0.5	-0.27	-0.2	3	10	7	7
COc1ccc(-n2nnc3c(SCC(=O)OCc4ccccc4)ncnc32)cc1
    -0.52	-0.4	-1.1	-0.32	-1.8	-3	-6	10	9
CCOC(=O)c1c(C)n(C)c2ccc(OCC(O)CN3CCN(C)CC3)cc12 (configuration not stated)
    1.1	1.3	0.7	1.2	0.8	-4	-44	-12	-5
COc1ccc(S(=O)(=O)N2CCCC(C(=O)Nc3cccc(C(C)=O)c3)C2)cc1 (configuration not stated)
    0.23	-0.9	-0.6	0.027	-0.9	-3	6	1	5
